# IDH1 mut inh: inhibitors of IDH1 R132H reductase, primary screen, biochemical, plate reader, single point | actives 0.18% (n = 70,000) | AID 624101, 2012 | diaphorase/resazurin fluorescence, 60 min | inhibition, % at 10 µM; in the data active means inhibition above about 34%;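 further: 0% = DMSO and 100% = no enzyme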
# Target sequence (O75874 whole entry R132H): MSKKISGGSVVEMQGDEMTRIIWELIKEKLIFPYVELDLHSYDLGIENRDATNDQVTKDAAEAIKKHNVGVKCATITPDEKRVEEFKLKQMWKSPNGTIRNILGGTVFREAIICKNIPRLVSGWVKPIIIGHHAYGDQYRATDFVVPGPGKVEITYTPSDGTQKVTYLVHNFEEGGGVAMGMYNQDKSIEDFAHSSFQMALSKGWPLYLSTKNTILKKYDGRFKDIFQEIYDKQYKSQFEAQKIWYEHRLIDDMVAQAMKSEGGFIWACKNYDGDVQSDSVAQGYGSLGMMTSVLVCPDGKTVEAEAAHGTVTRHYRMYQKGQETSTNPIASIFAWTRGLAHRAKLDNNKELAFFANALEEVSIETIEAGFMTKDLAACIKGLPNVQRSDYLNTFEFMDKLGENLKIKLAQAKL
# EZH2 inh: EZH2/PRC2 methyltransferase inhibitors, primary screen, biochemical, DELFIA time-resolved fluorescence, single point | Histone-lysine N-methyltransferase EZH2 (Homo sapiens), Q15910 | PRC2 H3K27 methylation, DELFIA TRF, 1 h | inhibition, % at 12.5 µM | actives 0.35% (n = 57,000) | AID 651548, 2012;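 active means mean inhibition of replicates at least 50% and every single replicate also reaching 50%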;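 further: dimethyl H3K27 on biotinylated H3 21-44 peptide detected by antibody; plate controls were median neutral control wells for no effect and median positive control wells for full effect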
# * marks the source's active call; other numbers are inactive results; . = no result given.
SMILES,IDH1 mut inh,EZH2 inh
O=C(NCC[C@H]1CC[C@@H](NC(=O)C2CCOCC2)[C@H](CO)O1)c1ccc(F)cc1,-0.8,2
C[C@@H]1CN([C@H](C)CO)C(=O)Cc2cc(NC(=O)Cc3ccccc3)ccc2O[C@H]1CN(C)Cc1ccc(Cl)c(Cl)c1,0.0,.
CC(C)C[C@@H]1NC(=O)[C@H]2C[C@@H](C(=O)NCCCCCNC(=O)CS)[C@@H](c3cccc(OCCO)c3)N2C1=O,.,0
C[C@H](CO)N1C[C@H](C)[C@H](CN(C)Cc2ccc(Cl)c(Cl)c2)Oc2ccc(NC(=O)NC3CCCCC3)cc2CC1=O,0.3,.
Cc1nc2nc[nH]n2c(=O)c1NS(=O)(=O)c1ccc2c(c1)CCCC2,1.6,5
CCOC(=O)c1ccc(COC(=O)c2cc(=O)[nH]c3ccccc23)o1,-0.1,21
O=C(C[C@H]1C[C@@H]2c3cc(NS(=O)(=O)c4ccc(F)cc4)ccc3O[C@@H]2[C@H](CO)O1)NCc1ccccn1,-0.7,-6
CO[C@H]1CN(C)C(=O)c2ccc(NC(C)=O)cc2OC[C@@H](C)N(S(=O)(=O)c2cn(C)cn2)C[C@@H]1C,-1.2,2
CCCC#Cc1ccc2c(c1)O[C@H](CN(C)C(=O)c1ccccc1F)[C@H](C)CN([C@H](C)CO)S2(=O)=O,-7.3,0
COc1ccc(CN(C)C[C@@H]2Oc3c(NC(=O)c4cnccn4)cccc3C(=O)N([C@@H](C)CO)C[C@H]2C)cc1,-0.4,-1
O=C(O)Cc1cc(I)c(Oc2cc(I)c(O)c(I)c2)c(I)c1,1.1,1
COc1ccc(S(=O)(=O)Nc2cccc3c2O[C@H](CN(C)S(=O)(=O)c2cn(C)cn2)[C@@H](C)CN([C@@H](C)CO)C3=O)cc1,0.3,.

# Reformatted with bars between the fields: entries from further up
SMILES | IDH1 mut inh | EZH2 inh
Cc1nc2nc[nH]n2c(=O)c1NS(=O)(=O)c1ccc2c(c1)CCCC2 | 1.6 | 5
CCOC(=O)c1ccc(COC(=O)c2cc(=O)[nH]c3ccccc23)o1 | -0.1 | 21

# Additional structures
SMILES,IDH1 mut inh,EZH2 inh
Cc1ccccc1/C=N/NC(=O)CCCCC(=O)NO,.,16
COc1ccc(CCNC(=O)C(=O)c2c(C)[nH]c3ccccc23)cc1OC,-0.6,1
Cc1noc(C)c1NC(=O)Nc1cccc2c1O[C@@H](CN(C)Cc1ccc(-c3ccccc3)cc1)[C@@H](C)CN([C@@H](C)CO)C2=O,-0.2,-5
CN1CCC[C@@H]1CCO[C@](C)(c1ccccc1)c1ccc(Cl)cc1,-0.8,-1
CC(C)(C)OC(=O)N1CCC[C@H]1/C=N/NC(=O)CCCCCC(=O)Nc1ccccc1O,.,-43
C[C@H](CO)N1C[C@H](C)[C@@H](CN(C)C(=O)Nc2cccc3ccccc23)Oc2ccc(NC(=O)Nc3ccc(F)cc3)cc2CC1=O,1.0,.
COc1ccccc1C#Cc1cnc2c(c1)C(=O)N([C@H](C)CO)C[C@H](C)[C@H](CN(C)C)O2,-3.7,-4
C[C@@H]1CCCCO[C@@H](CN(C)C(=O)c2ccccc2)[C@H](C)CN([C@@H](C)CO)C(=O)c2cc(NC(=O)c3ccncc3)ccc2O1,.,-20
CCCNC(=O)N(C)C[C@H]1Oc2cc(C#C[C@@H](C)O)ccc2S(=O)(=O)N([C@@H](C)CO)C[C@@H]1C,1.8,4
C[C@H]1CN([C@@H](C)CO)S(=O)(=O)c2ccc(C3=CCCC3)cc2O[C@@H]1CN(C)C(=O)c1ccccc1,3.1,-1
C[C@H]1CN([C@@H](C)CO)C(=O)Cc2cc(NC(=O)Nc3ccccc3)ccc2O[C@@H]1CN(C)Cc1ccccc1,.,-23
C[C@H]1CN([C@@H](C)CO)C(=O)c2cc(-c3ccccc3)cnc2O[C@H]1CN(C)Cc1ccccn1,-1.1,.
O=C(CSc1nnc(-c2ccc(Cl)cc2)o1)Nc1ccc(I)cc1,0.4,-12
COc1ccccc1CN1C[C@@H](C)[C@H](OC)CN(C)C(=O)c2ccc(NC(=O)Nc3ccccc3OC)cc2OC[C@H]1C,0.6,-44
O=C(O)c1cc(NS(=O)(=O)c2cccc3cccnc23)ccc1O,0.0,3
Cc1noc(C)c1NC(=O)N(C)C[C@@H]1Oc2ncc(C#CC(C)C)cc2C(=O)N([C@H](C)CO)C[C@@H]1C,-3.1,-6
Cc1noc(C)c1S(=O)(=O)N(C)C[C@H]1Oc2ccc(NS(=O)(=O)c3cn(C)cn3)cc2C(=O)N([C@H](C)CO)C[C@H]1C,-4.5,.
CO[C@@H]1CN(C)C(=O)c2cc(NC(=O)c3ccccc3F)ccc2OC[C@@H](C)N(CC2CCOCC2)C[C@H]1C,0.0,3
O=C(Nc1ccccc1C(=O)NCCOc1ccccc1)c1ccccc1I,-0.5,9
CCC(=O)N(C)C[C@H]1Oc2ncc(C#CC(C)(C)O)cc2C(=O)N([C@@H](C)CO)C[C@@H]1C,-5.2,3
Cc1ccc(S(=O)(=O)Nc2ccc3c(c2)C(=O)N([C@@H](C)CO)C[C@@H](C)[C@H](CN(C)C(=O)Nc2cccc4ccccc24)OCCCC[C@@H](C)O3)cc1,3.5,.
C[C@H]1CN([C@@H](C)CO)C(=O)CCCn2cc(nn2)CO[C@@H]1CN(C)C(=O)Nc1cccc(Oc2ccccn2)c1,0.7,9
C[C@@H]1CN([C@@H](C)CO)C(=O)c2cc(NC(=O)CCC(F)(F)F)ccc2O[C@@H](C)CCCCO[C@H]1CN(C)C(=O)Nc1cccc2ccccc12,0.8,.
COc1ccccc1N1CCN(C(=O)CN(c2cc(Cl)ccc2OC)S(C)(=O)=O)CC1,-0.1,.
COc1cccc(CNC(=O)C[C@H]2C=C[C@@H](NC(=O)C3CC3)[C@@H](CO)O2)c1,-0.2,-2
C[C@@H]1CN([C@@H](C)CO)C(=O)c2cc(N(C)C)ccc2O[C@@H](C)CCCCO[C@@H]1CN(C)C(=O)c1ccccc1,.,-1
COc1cccc(CNC(=O)C[C@@H]2C=C[C@@H](NC(C)=O)[C@@H](CO)O2)c1,0.6,6
Cc1ccc(CN(C)C[C@@H]2OCc3cnnn3CCCC(=O)N([C@@H](C)CO)C[C@H]2C)cc1,-0.1,-1
C[C@H]1CN([C@@H](C)CO)C(=O)Cc2cc(NC(=O)C3CCCCC3)ccc2O[C@@H]1CN(C)Cc1ccc(Cl)c(Cl)c1,-0.2,.
COc1cccc(S(=O)(=O)N[C@@H]2CC[C@@H](CCN)O[C@@H]2CO)c1,-0.6,-1
O=C(NCC[C@@H]1CC[C@H](NC(=O)Nc2cc(F)ccc2F)[C@H](CO)O1)Nc1ccc(F)cc1,0.5,-2
S=c1nc[nH]c2c1sc1nc(N3CCOCC3)c3c(c12)CCCC3,2.9,-14
CN(C)C(=O)C[C@H]1C=C[C@H](NC(=O)NC2CCCC2)[C@@H](CO)O1,0.3,11
CC(=O)Nc1cccc(-c2nnc(SCC(=O)Nc3ccccc3F)n2C)c1,0.3,-3
Cc1noc(C)c1NC(=O)N(C)C[C@@H]1Oc2ccc(NC(=O)C3CC3)cc2CC(=O)N([C@@H](C)CO)C[C@H]1C,1.8,.
C[C@H]1CN([C@@H](C)CO)C(=O)c2cc(NC(=O)C3CCCCC3)ccc2O[C@@H]1CN(C)Cc1ccc(Cl)c(Cl)c1,0.0,.
CO[C@H]1CN(C)C(=O)c2cc(NC(=O)NC3CCCCC3)ccc2OC[C@H](C)NC[C@H]1C,0.1,-12
CCCN(C)C[C@H]1Oc2ncc(C#CC3(O)CCCC3)cc2C(=O)N([C@@H](C)CO)C[C@H]1C,-0.7,-11
C[C@H](CO)N1C[C@H](C)[C@H](CN(C)Cc2ccc(-c3ccccc3)cc2)Oc2ccc(N(C)C)cc2CC1=O,-5.5,8
C[C@H]1CN([C@@H](C)CO)S(=O)(=O)c2ccc(C#CC3CC3)cc2O[C@H]1CN(C)CC1CCOCC1,0.2,-6
C[C@@H]1CN([C@@H](C)CO)S(=O)(=O)c2ccc(C#CCC3CCCC3)cc2O[C@@H]1CN(C)C(=O)c1cnccn1,0.1,.
C[C@@H]1CN([C@H](C)CO)C(=O)c2cc(NC(=O)NC3CCCCC3)ccc2O[C@@H]1CN(C)CC1CCCCC1,-0.1,.
Cc1cc2nc(SCC(=O)O)nc(C)c2cc1C,-0.6,.
C/C=C/c1ccc2c(c1)O[C@H](CN(C)S(=O)(=O)c1ccccc1OC)[C@@H](C)CN([C@H](C)CO)S2(=O)=O,-6.3,-11
C[C@H](CO)N1C[C@H](C)[C@H](CN(C)Cc2ccc(Oc3ccccc3)cc2)Oc2ccc(NC(=O)CCN3CCOCC3)cc2CC1=O,0.0,.
Cc1noc(C)c1S(=O)(=O)Nc1ccc2c(c1)C(=O)N([C@H](C)CO)C[C@H](C)[C@H](CN(C)C(=O)NC(C)C)OCCCC[C@H](C)O2,3.7,.
C[C@@H]1CN([C@@H](C)CO)C(=O)Cc2cc(NC(=O)Cc3ccccc3)ccc2O[C@@H]1CN(C)Cc1ccc(-c2ccccc2)cc1,1.1,.
CO[C@@H]1CN(C)C(=O)c2ccc(NC(=O)Cc3ccccc3)cc2OC[C@H](C)N(C)C[C@H]1C,0.4,1

# Compound profiles (already shown):
# Record of C[C@H](CO)N1C[C@H](C)[C@H](CN(C)Cc2ccc(Oc3ccccc3)cc2)Oc2ccc(NC(=O)CCN3CCOCC3)cc2CC1=O → IDH1 mut inh: 0.0; EZH2 inh: .
# Record of CO[C@H]1CN(C)C(=O)c2cc(NC(=O)NC3CCCCC3)ccc2OC[C@H](C)NC[C@H]1C → IDH1 mut inh: 0.1; EZH2 inh: -12

# Later entries:
SMILES,IDH1 mut inh,EZH2 inh
C[C@H](NC(=O)C[C@H]1C[C@H]2c3cc(NC(=O)Cc4ccncc4)ccc3O[C@H]2[C@@H](CO)O1)c1ccccc1,0.2,0
COc1ccc(C(=O)N(Cc2nc(-c3ccccc3)no2)C(C)C)cc1OC,0.1,-3
COc1ccc(Nc2nccc(NCCO)n2)cc1,0.9,.
COCC(=O)N(C)C[C@@H]1Oc2cc(C#C[C@@H](C)O)ccc2S(=O)(=O)N([C@@H](C)CO)C[C@H]1C,.,-21
C[C@H](CO)N1C[C@H](C)[C@@H](CN(C)Cc2ccc(F)cc2)Oc2cc(C#Cc3ccccn3)ccc2S1(=O)=O,0.0,.
Cc1cccc(Nc2ccncc2S(=O)(=O)NC(=O)NC(C)C)c1,24,.
O=C(NCC(c1ccccc1)c1c[nH]c2ccccc12)Nc1ccc(Cl)cc1 (stereo unspecified),-0.2,-13
COc1ccc([N+](=O)[O-])cc1N(CC(=O)N(C)C)S(C)(=O)=O,0.1,1
Cc1ccc(NC(=O)COc2c(C)cc(Cl)cc2Cl)c([N+](=O)[O-])c1,0.1,2
C[C@@H]1CN([C@H](C)CO)C(=O)c2cc(NC(=O)C3CCCCC3)ccc2O[C@@H](C)CCCCO[C@H]1CN(C)S(C)(=O)=O,2.0,0
O=C(Nc1ccncc1)Nc1c(Cl)cc(Cl)cc1Cl,9.1,.
CC(C)NC(=O)N[C@H]1CC[C@H](CC(=O)O)O[C@H]1CO,0.2,-4
Cc1noc(C)c1NC(=O)Nc1ccc2c(c1)C(=O)N([C@H](C)CO)C[C@@H](C)[C@@H](CN(C)C(=O)Nc1ccc3c(c1)OCO3)O2,0.5,.
C[C@@H]1CN([C@@H](C)CO)C(=O)Cc2cc(NC(=O)Cc3cn(C)c4ccccc34)ccc2O[C@@H]1CN(C)CC1CC1,-17,.
CO[C@H](CN(C)C(=O)Nc1ccc(C(F)(F)F)cc1)[C@H](C)CN(Cc1ccccc1Cl)[C@@H](C)CO,-0.2,22
COc1ccc(Cl)cc1N(CC(=O)Nc1ccccc1SC)S(C)(=O)=O,0.3,-21
CC(C)c1ccc(NC(=S)N2CCCC(c3ccc(F)cc3)=N2)cc1,-0.4,21
C[C@@H]1CCCCO[C@H](CN(C)C(=O)Nc2ccc(C(F)(F)F)cc2)[C@@H](C)CN([C@@H](C)CO)C(=O)c2cc(NS(=O)(=O)c3cn(C)cn3)ccc2O1,1.3,.
CCC(=O)N(C)C[C@H]1Oc2cc(-c3cccc(C#N)c3)ccc2S(=O)(=O)N([C@@H](C)CO)C[C@H]1C,0.0,-8
O=C(CSc1nc(O)cc(=O)n1-c1ccccc1)Nc1ccc2ccccc2c1,-0.3,-4
COc1ccc(S(=O)(=O)Nc2ccc3c(c2)C(=O)N([C@H](C)CO)C[C@@H](C)[C@@H](CN(C)S(=O)(=O)c2ccccc2)OCCCC[C@@H](C)O3)cc1,-0.9,.
C[C@H]1CN([C@@H](C)CO)C(=O)c2cccc(NC(=O)Nc3ccc(C(F)(F)F)cc3)c2O[C@@H]1CN(C)CC1CCCCC1,-2.0,.
Fc1ccccc1CSc1nnc(Cn2cnc3ccccc32)n1-c1ccccc1,-0.6,-1
COc1ccc(Br)cc1/C=N/NC(=O)CCCCCC(=O)Nc1ccccc1O,-0.2,14

# Rewritten with two lines to a compound: entries from further up.
# Each structure is followed by: IDH1 mut inh	EZH2 inh
- Cc1noc(C)c1NC(=O)N(C)C[C@@H]1Oc2ncc(C#CC(C)C)cc2C(=O)N([C@H](C)CO)C[C@@H]1C
    -3.1	-6
- S=c1nc[nH]c2c1sc1nc(N3CCOCC3)c3c(c12)CCCC3
    2.9	-14
- COc1ccc(CN(C)C[C@@H]2Oc3c(NC(=O)c4cnccn4)cccc3C(=O)N([C@@H](C)CO)C[C@H]2C)cc1
    -0.4	-1
- COc1ccccc1N1CCN(C(=O)CN(c2cc(Cl)ccc2OC)S(C)(=O)=O)CC1
    -0.1	.
- C[C@H](NC(=O)C[C@H]1C[C@H]2c3cc(NC(=O)Cc4ccncc4)ccc3O[C@H]2[C@@H](CO)O1)c1ccccc1
    0.2	0

# Compound activity (PubChem)

# Only part of the results is shown; rates above refer to the full screens.
